Peg3 promoter: Peg3 promoter-driven luciferase inhibitors, primary screen, cell-based, HeLa, luciferase luminescence | AID 588405, 2011 | hit rate 1.7% among 360,000 | HeLa PEG-Prom luciferase reporter, overnight | inhibition, % at 20 µM;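 active = inhibition of at least 50% at 20 µM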
NR2E3 ag-1: NR2E3 agonists in two-hybrid cells, primary screen, cell-based, luminescence, CHO-S, Gal4-NCOR/VP16-NR2E3 | hit rate 0.35% among 360,000 | Photoreceptor-specific nuclear receptor (Homo sapiens), Q9Y5X4 | inhibition of corepressor binding, % at 3.98 µM | AID 602229, 2012 | luciferase;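 active = inhibition above the mean of all tested compounds plus 3 SD, cut at about 70% in these data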;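 note: 0% = DMSO with NR2E3 transfected cells and 100% = cells lacking NR2E3 construct; higher means lower luciferase signal from less NR2E3 corepressor binding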
Target sequence (Q9Y5X4 whole entry, looked up, the tested form may be a part): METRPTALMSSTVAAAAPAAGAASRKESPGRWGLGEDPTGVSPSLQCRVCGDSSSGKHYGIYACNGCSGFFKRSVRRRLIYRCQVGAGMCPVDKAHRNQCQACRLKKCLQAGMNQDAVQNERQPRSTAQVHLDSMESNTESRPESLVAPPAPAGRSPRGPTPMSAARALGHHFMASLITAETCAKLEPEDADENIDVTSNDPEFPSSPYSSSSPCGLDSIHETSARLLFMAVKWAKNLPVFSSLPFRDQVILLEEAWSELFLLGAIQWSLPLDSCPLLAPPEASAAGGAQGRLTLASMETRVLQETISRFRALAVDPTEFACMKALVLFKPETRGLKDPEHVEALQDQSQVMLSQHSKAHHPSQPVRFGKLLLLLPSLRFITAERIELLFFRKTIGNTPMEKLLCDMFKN
CF NFkB block: inhibitors of PAF-induced NF-kB signaling, primary screen, cell-based, GFP fluorescence, uHTS; inhibition, % at 5 µM; AID 588850, 2011; hit rate 0.86% among 360,000; KKLEB NF-kB-GFP reporter, GFP fluorescence overnight;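 active = at least 50% inhibition at 5 µM, scaled per plate between neutral and stimulator controls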;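 note: PAF is a Pseudomonas aeruginosa culture filtrate used as stimulus; plate controls were PAF-stimulated DMSO wells for no effect and unstimulated DMSO wells for full effect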
HIF-2a inh: HIF-2a reporter inhibitors, primary screen, luminescence, 786-0 RCC cells. 786-0 RCC cells HIF-2a reporter, luciferase luminescence, overnight. inhibition, % at 18.8 µM. hit rate 0.72% among 360,000;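 active = inhibition of the luminescence signal of 40% or more relative to plate controls, in a single-dose primary screen at 18.75 µM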
TWEAK-Fn14 inh: inhibitors of TWEAK-Fn14 signaling, primary screen, luciferase reporter cells, uHTS. TWEAK-stimulated Fn14 reporter cells, luciferase luminescence, 8 h. inhibition, % at 10 µM. hit rate 2% among 360,000. AID 1159606, 2016; in the data active = inhibition above about 50%
NR2E3 ag-2: inhibitors of NR2E3-RetCOR corepressor binding, primary screen, NR2E3 agonist project, biochemical, TR-FRET, GST-NR2E3, biotin-RetCOR | Photoreceptor-specific nuclear receptor (Homo sapiens), Q9Y5X4 | 1536-well | inhibition of corepressor binding, % at 4.78 µM | hit rate 0.12% among 320,000 | AID 2300, 2010;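 active = percent inhibition above the cutoff of mean plus 3 SD of all tested compounds, set per screening campaign, cut at about 20% in these data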;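 note: 0% = DMSO wells and 100% = biotin wells as full block of FRET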
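System: GST-tagged NR2E3 plus biotinylated RetCOR corepressor; Buffer or medium: pH 7.5 Tris-based buffer; Probe or stimulus: RetCOR corepressor, biotinylated, 7 nM; Doses: compound at 4.8 µM, single dose; Schedule: 5 h incubation at 4 °C; Technique: time-resolved FRET; Evaluation: percent inhibition of TR-FRET ratio; Replication: one well per compound, singlicate testing.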
C8 TRAIL sens: viability loss with TRAIL in NB7+C8 cells, primary screen, TRAIL sensitizer project, cell-based, ATPlite luminescence; inhibition (viability loss, TRAIL sensitization), % at 10 µM; hit rate 1% among 360,000; AID 624354, 2012;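 active = compounds causing at least 50% loss of cell viability in the single-dose screen, relative to plate controls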
Shn3 3UTR inh: reduction of Shn3 3'UTR firefly luciferase signal, primary screen, Schnurri-3 inhibitor project, cell-based, Clone20 osteoblasts, set 2; Clone20 osteoblast Shn3 3'UTR firefly luciferase, 24 h; inhibition, % at 12.5 µM; hit rate 0.52% among 360,000;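 active = mean inhibition of at least 75% with every replicate also reaching 75%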;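 note: 0% = median of neutral control wells and 100% = pilot-screen positive control compound; some compounds past the cut are filed as inactive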
TRPM1 prom inh: inhibitors of MITF-dependent TRPM1 promoter reporter, primary screen, cell-based, SK-MEL-5, single point, luciferase; SK-MEL-5 TRPM1 promoter luciferase, 24 h; inhibition, % at 12.5 µM; hit rate 0.83% among 330,000; AID 488899, 2010;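 active = mean inhibition across replicates of 60% or more, whatever share of single replicates reaches that level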; note: values of inactives mirror those of a sister screen read the other way
TROY signal inh: inhibitors of TROY-driven NF-kB signaling, primary screen, Q293 LMP1-TROYcd cells, NF-kB luciferase, uHTS; Q293 LMP1-TROYcd NF-kB luciferase reporter, 4 h; inhibition, % at 10 µM; hit rate 0.98% among 360,000;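 active = compounds whose plate-normalised and pattern-corrected inhibition of the luciferase reporter signal at the single screening dose is 50% or more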
KKLEB cytotox: cytotoxicity in KKLEB CF airway cells, primary screen, cytotoxicity control for CF NF-kB inhibitor project, cell-based, uHTS, fluorescence assay plates; KKLEB CF airway cells viability, ATPlite luminescence, overnight; stronger effect = lower value; cells stimulated with P. aeruginosa culture filtrate; activity change (cytotoxicity), % at 5 µM; hit rate 0.36% among 360,000; AID 602141, 2011;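 active = corrected activity change at or below -50% at 5 µM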
* = called active by the depositor. This is a subset; rates above refer to the full screens.

Screening COc1cc(NC(=O)CN2CCC(Cc3ccccc3)CC2)c(C)cc1[N+](=O)[O-] returned Peg3 promoter 24, NR2E3 ag-1 -1, CF NFkB block -4, HIF-2a inh 28, TWEAK-Fn14 inh -8, NR2E3 ag-2 2, C8 TRAIL sens 10, Shn3 3UTR inh 16, TRPM1 prom inh 2, TROY signal inh 0 and KKLEB cytotox 1.
Screening c1ccc(-c2nc(NCc3ccco3)c3oc4ccccc4c3n2)cc1 returned Peg3 promoter 17, NR2E3 ag-1 -11, CF NFkB block -7, HIF-2a inh -36, TWEAK-Fn14 inh 8, NR2E3 ag-2 0, C8 TRAIL sens 1, Shn3 3UTR inh -10, TRPM1 prom inh 8, TROY signal inh -32 and KKLEB cytotox 6.
CCN1CCCC1CNC(=O)c1ccc(N2CCCC2=O)cc1 (stereo unspecified) was read as Peg3 promoter 7, NR2E3 ag-1 -2, CF NFkB block -2, HIF-2a inh 13, TWEAK-Fn14 inh -8, NR2E3 ag-2 3, C8 TRAIL sens -5, TRPM1 prom inh -14, TROY signal inh 9 and KKLEB cytotox 7.
COC(=O)c1[nH]c2ccccc2c1NC(=O)CN1CCN(C/C=C/c2ccccc2)CC1 was read as Peg3 promoter 19, NR2E3 ag-1 24, CF NFkB block 3, HIF-2a inh 0, TWEAK-Fn14 inh 20, NR2E3 ag-2 -1, C8 TRAIL sens 16, Shn3 3UTR inh 26, TRPM1 prom inh 21, TROY signal inh 37 and KKLEB cytotox -18.
For C[C@H](CO)N1C[C@H](C)[C@@H](CN(C)C(=O)Nc2ccccc2)Oc2ccc(NS(=O)(=O)c3ccccc3)cc2C1=O the results were Peg3 promoter -33, NR2E3 ag-1 -20, CF NFkB block 12, HIF-2a inh 3, TWEAK-Fn14 inh -1, C8 TRAIL sens -12, Shn3 3UTR inh 15, TRPM1 prom inh 10, TROY signal inh -1 and KKLEB cytotox -9.
Cc1ccc(NC(=O)c2c(C)nc3ccccn23)cc1C was read as Peg3 promoter -267, NR2E3 ag-1 -122, CF NFkB block 6, HIF-2a inh -317, TWEAK-Fn14 inh -18, NR2E3 ag-2 -1, C8 TRAIL sens 19, Shn3 3UTR inh -102, TRPM1 prom inh 0, TROY signal inh -44 and KKLEB cytotox 5.
For CC(C)C(NC(=O)c1ccc(C(C)(C)C)cc1)C(=O)NC1=NCCS1 (stereo unspecified) the results were Peg3 promoter -13, NR2E3 ag-1 -19, CF NFkB block -3, HIF-2a inh -7, TWEAK-Fn14 inh 3, NR2E3 ag-2 -1, C8 TRAIL sens -7, Shn3 3UTR inh 5, TRPM1 prom inh -9, TROY signal inh -12 and KKLEB cytotox -11.
Screening O=C(Nc1ccc(F)c(F)c1)C1CCCN1S(=O)(=O)c1ccc(F)cc1 (stereo unspecified) returned Peg3 promoter 20, NR2E3 ag-1 -9, CF NFkB block 19, HIF-2a inh 15, TWEAK-Fn14 inh 11, NR2E3 ag-2 0, C8 TRAIL sens -17, Shn3 3UTR inh 0, TRPM1 prom inh 8, TROY signal inh -3 and KKLEB cytotox -5.
COc1ccc(NC(=S)NC(C)Cc2cccs2)cc1 (stereo unspecified) was read as Peg3 promoter -40, NR2E3 ag-1 -38, CF NFkB block 3, HIF-2a inh -84, TWEAK-Fn14 inh -8, NR2E3 ag-2 0, C8 TRAIL sens -6, Shn3 3UTR inh -20, TRPM1 prom inh -8, TROY signal inh -40 and KKLEB cytotox -5.
For CN(CCOc1ccccc1)Cc1nc2cc(Cl)ccc2c(=O)[nH]1 the results were Peg3 promoter 7, NR2E3 ag-1 -15, CF NFkB block -13, HIF-2a inh 5, TWEAK-Fn14 inh 9, NR2E3 ag-2 3, C8 TRAIL sens -10, Shn3 3UTR inh -13, TRPM1 prom inh -6, TROY signal inh 0 and KKLEB cytotox 0.
COc1ccc(C(=O)Nc2nc(C)cc(C)n2)cc1[N+](=O)[O-] was read as Peg3 promoter 12, NR2E3 ag-1 -5, CF NFkB block 2, HIF-2a inh 8, TWEAK-Fn14 inh -13, NR2E3 ag-2 -4, C8 TRAIL sens -14, Shn3 3UTR inh -9, TRPM1 prom inh 16, TROY signal inh -9 and KKLEB cytotox -4.
`CCNNC(=O)C(O)(Cc1ccccc1)Cc1ccccc1` gave Peg3 promoter 7, NR2E3 ag-1 0, CF NFkB block -21, HIF-2a inh 10, TWEAK-Fn14 inh 4, NR2E3 ag-2 -3, C8 TRAIL sens 1, Shn3 3UTR inh 8, TRPM1 prom inh -16, TROY signal inh 14 and KKLEB cytotox 4.
Screening Cn1c(SCC(=O)N2CCOCC2)nnc1-c1ccc2ncccc2c1 returned Peg3 promoter -4, NR2E3 ag-1 -16, CF NFkB block -4, HIF-2a inh -10, TWEAK-Fn14 inh 4, NR2E3 ag-2 0, C8 TRAIL sens -2, Shn3 3UTR inh -3, TRPM1 prom inh 3, TROY signal inh 2 and KKLEB cytotox 2.
For CC1Cc2cc(C3(O)C(=O)c4ccccc4C3=O)ccc2N1 (stereo unspecified) the results were Peg3 promoter 3, NR2E3 ag-1 -11, CF NFkB block 7, HIF-2a inh -5, TWEAK-Fn14 inh -9, NR2E3 ag-2 6, C8 TRAIL sens -6, Shn3 3UTR inh -5, TRPM1 prom inh 10, TROY signal inh -14 and KKLEB cytotox -6.
For Cc1cc(NC(=O)c2cccc(Br)c2)no1 the results were Peg3 promoter -85, NR2E3 ag-1 -15, CF NFkB block 3, HIF-2a inh -123, TWEAK-Fn14 inh 1, NR2E3 ag-2 4, C8 TRAIL sens 6, Shn3 3UTR inh -9, TRPM1 prom inh -21, TROY signal inh -18 and KKLEB cytotox -5.
Screening CCCCC[C@H](C)N1C[C@H](COCc2ccccc2)Oc2cc(N3CCC[C@H]3CO)ccc2S1(=O)=O returned NR2E3 ag-1 9, HIF-2a inh -2, TWEAK-Fn14 inh 22, C8 TRAIL sens 1 and TROY signal inh 19.
Screening COc1ccc2c(COC(=O)[C@H](C)NS(=O)(=O)c3ccccc3F)cc(=O)oc2c1 returned Peg3 promoter -12, NR2E3 ag-1 -13, CF NFkB block 1, HIF-2a inh -18, TWEAK-Fn14 inh -35, C8 TRAIL sens -12, Shn3 3UTR inh 13, TRPM1 prom inh 10, TROY signal inh 4 and KKLEB cytotox 8.
`O=C(O)CSc1cnc2ccccc2n1` gave Peg3 promoter 10, NR2E3 ag-1 -2, CF NFkB block -8, HIF-2a inh -10, TWEAK-Fn14 inh -18, NR2E3 ag-2 7, C8 TRAIL sens -9, Shn3 3UTR inh -9, TRPM1 prom inh 16, TROY signal inh 15 and KKLEB cytotox -4.
`COc1ccc(CCNC(=O)C(C(=O)c2ccccc2)n2cc(Cl)ccc2=O)cc1OC` (stereo unspecified) gave Peg3 promoter 6, NR2E3 ag-1 15, CF NFkB block 3, HIF-2a inh 10, TWEAK-Fn14 inh 5, NR2E3 ag-2 2, C8 TRAIL sens 3, Shn3 3UTR inh 9, TRPM1 prom inh 12, TROY signal inh 11 and KKLEB cytotox 2.
CC1CCCCC1NC(=O)CSc1ccsc1[N+](=O)[O-] (stereo unspecified) was read as Peg3 promoter 18, NR2E3 ag-1 -8, CF NFkB block 2, HIF-2a inh 10, TWEAK-Fn14 inh 6, C8 TRAIL sens 1, Shn3 3UTR inh 9, TRPM1 prom inh 0, TROY signal inh 14 and KKLEB cytotox 6.
`CC(C)CN1CCNC(=O)C1CC(=O)NCCCN1CCCc2ccccc21` (stereo unspecified) gave Peg3 promoter 3, NR2E3 ag-1 6, CF NFkB block -2, HIF-2a inh 9, TWEAK-Fn14 inh -4, NR2E3 ag-2 -1, C8 TRAIL sens 3, TRPM1 prom inh 11, TROY signal inh 19 and KKLEB cytotox 5.
CCCCOC(=O)CCCc1ccc([N+](=O)[O-])cc1[N+](=O)[O-] was read as Peg3 promoter -9, NR2E3 ag-1 5, CF NFkB block 10, HIF-2a inh 10, TWEAK-Fn14 inh -9, NR2E3 ag-2 2, C8 TRAIL sens 0, Shn3 3UTR inh -25, TRPM1 prom inh 3, TROY signal inh -8 and KKLEB cytotox -22.
`CCCCNC(=O)C(=O)N/N=C/c1cccc(Br)c1` gave Peg3 promoter -2, NR2E3 ag-1 -13, CF NFkB block 6, HIF-2a inh 2, TWEAK-Fn14 inh -8, NR2E3 ag-2 1, C8 TRAIL sens -1, Shn3 3UTR inh -13, TRPM1 prom inh -3, TROY signal inh -10 and KKLEB cytotox -14.
For Cc1ccc(C2CC(=O)c3cnc(N4CCc5ccccc5C4)nc3C2)cc1 (stereo unspecified) the results were Peg3 promoter 0, NR2E3 ag-1 -22, CF NFkB block 6, HIF-2a inh 16, TWEAK-Fn14 inh 20, NR2E3 ag-2 -3, C8 TRAIL sens 4, Shn3 3UTR inh -5, TRPM1 prom inh 3, TROY signal inh 23 and KKLEB cytotox -12.
Screening S=C(NCCc1ccccc1)N1CCn2cccc2C1c1cccnc1 (stereo unspecified) returned Peg3 promoter 12, NR2E3 ag-1 0, CF NFkB block 22, HIF-2a inh 2, TWEAK-Fn14 inh -1, NR2E3 ag-2 0, C8 TRAIL sens -17, Shn3 3UTR inh 3, TRPM1 prom inh -1, TROY signal inh -13 and KKLEB cytotox -8.
`CC1CN(c2cc3nccnc3cc2F)CC(C)O1` (stereo unspecified) gave Peg3 promoter 24, NR2E3 ag-1 5, CF NFkB block 2, HIF-2a inh 1, TWEAK-Fn14 inh 11, NR2E3 ag-2 2, C8 TRAIL sens 14, Shn3 3UTR inh 2, TRPM1 prom inh -3, TROY signal inh -13 and KKLEB cytotox 3.
COc1ccc(S(=O)(=O)Oc2cc(C(=S)N3CCOCC3)ccc2OC)cc1 was read as Peg3 promoter 28, NR2E3 ag-1 -5, CF NFkB block 19, HIF-2a inh 7, TWEAK-Fn14 inh -14, C8 TRAIL sens 6, Shn3 3UTR inh 17, TRPM1 prom inh 5, TROY signal inh -11 and KKLEB cytotox -10.
